D1 antagonist: human D1 dopamine receptor antagonism | 360,000 compounds, 3.2% hits | AID 504652 | P21728 | activity change, negative = inhibition, % at 10 µM | HEK293 TREx D1 cells, calcium flux, dopamine EC80; stronger effect = lower value; in the data active = activity change below about -30%; also: % is scaled to controls: 0 for no effect and ±100 for the full control effect
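Allosteric or orthosteric antagonism assessed as attenuation of the calcium response to EC80 dopamine, added 180 s after compound, in induced HEK293 Trex D1 cells loaded with no-wash calcium dye.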
GRP78 ERSR act: ER stress response induction in glioma; U87-MG GRP78 promoter luciferase reporter, 16 h; Potency, µM, inactives show at the top dose activation, actives largely listed as activators; 420,000 compounds, 0.02% hits; AID 602332; also: potency is read from the fitted curve at half-maximal effect; series mostly up to about 76 µM; % of control where 0% means no effect; nearly all actives have a fitted effect of over 35% in size
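ERSR induction read as luciferase luminescence (Bright-Glo, 10 min at room temperature) in stably transfected human U87-MG glioma cells exposed to compounds for 16 h, using GRP78 as sensor.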
RXFP1 antagonist: antagonists of human relaxin receptor RXFP1; Q9HBX9; HEK293-RXFP1, relaxin-stimulated cAMP HTRF, 30 min; stronger effect = lower value; activity change, negative = inhibition, % at 57.5 µM; 350,000 compounds, 0.59% hits;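 active = activity change of -60% or lower, but not beyond a set lower limit; inconclusive = change between -60% and -40%, or beyond the set limit; inactive = change above -40%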; also: % is scaled to controls: 0 for no effect and ±100 for the full control effect
Vif-A3F inh: inhibitors of Vif-A3F interaction; 390,000 compounds, 0.2% hits; HeLa A3F-eYFP + Vif (tagged APOBEC3F with the HIV-1 protein that degrades it), YFP fluorescence increase; Potency, µM (top dose mostly 46.1 µM), for inactives: at the highest dose activity, negative = active; also: potency is read from the fitted curve at half-maximal effect; % of control where 0% means no effect; nearly all actives have a fitted effect of over 65% in size
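HeLa cells stably expressing Vif plus C-terminally eYFP-tagged A3F were seeded, incubated overnight at 37 deg C, dosed with compound, incubated overnight again at 37 deg C. Yellow fluorescence (Ex 488/Em 500-530) reported blocked Vif-mediated A3F-eYFP degradation.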
D1 agonist: agonists of human D1 dopamine receptor. P21728. HEK293 T-REx D1 cells, calcium flux, agonist mode. activation, % at 2 µM. 360,000 compounds, 1% hits. AID 504660; in the data active = activation above about 30%; also: 0% is about no effect
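Agonism was scored from calcium flux recorded over 180 s (1 read/s) after pintool compound addition, following a 10-cycle baseline. Cells were inducible force-coupled HEK293 TREx D1, plated overnight at 30 C and loaded with no-wash calcium dye.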
D2 potentiator: positive allosteric modulators of human D2 dopamine receptor; P14416; HEK293 T-REx D2, calcium flux, EC20 dopamine potentiation; potentiation, % at 10 µM; 340,000 compounds, 0.34% hits;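 active = potentiation over 3 SD above the plate norm, cut at about 30% in these data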; also: 0% is about no effect
Target sequence (P14416 whole entry, looked up): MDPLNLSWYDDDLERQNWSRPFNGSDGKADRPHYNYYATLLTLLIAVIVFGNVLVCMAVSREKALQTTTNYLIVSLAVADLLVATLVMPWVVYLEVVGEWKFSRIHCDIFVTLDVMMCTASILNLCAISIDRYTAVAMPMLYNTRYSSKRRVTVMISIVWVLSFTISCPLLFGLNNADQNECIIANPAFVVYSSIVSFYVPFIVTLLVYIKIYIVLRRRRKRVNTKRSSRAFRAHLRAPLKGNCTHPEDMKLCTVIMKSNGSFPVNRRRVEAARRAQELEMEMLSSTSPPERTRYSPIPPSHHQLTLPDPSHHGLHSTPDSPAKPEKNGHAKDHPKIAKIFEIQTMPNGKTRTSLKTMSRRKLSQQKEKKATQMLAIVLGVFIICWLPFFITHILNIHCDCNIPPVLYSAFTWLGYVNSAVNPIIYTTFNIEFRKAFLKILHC
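Potentiation of an EC20 dopamine calcium response is measured in a force-coupled, tetracycline-inducible Hek293 Trex D2 line. Compound-only kinetic reads over 180 s flag agonists before dopamine addition.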
D1 potentiator: human D1 dopamine receptor positive modulation | potentiation, % at 10 µM | 360,000 compounds, 0.036% hits | HEK293 TREx D1 cells, calcium flux, dopamine EC20 potentiation; in the data active = potentiation above about 30%; also: 0% is about no effect
Vif-A3G inh: inhibitors of Vif-APOBEC3G interaction; AID 602310; HeLa A3G-eYFP + Vif (tagged APOBEC3G with the HIV-1 protein that degrades it), YFP fluorescence, overnight; 410,000 compounds, 0.076% hits; Potency, µM (doses to about 46.1 µM), for inactives: at the top dose activity, negative = active, most hits filed as inhibitors; Q9HC16;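 also: potency is read from the fitted curve at half-maximal effect; % is scaled to controls: 0 for no effect and ±100 for the full control effect; nearly all actives have a fitted effect of over 60% in size; hits raise eYFP signal because A3G escapes Vif-driven loss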
Target sequence (Q9HC16 whole entry, looked up): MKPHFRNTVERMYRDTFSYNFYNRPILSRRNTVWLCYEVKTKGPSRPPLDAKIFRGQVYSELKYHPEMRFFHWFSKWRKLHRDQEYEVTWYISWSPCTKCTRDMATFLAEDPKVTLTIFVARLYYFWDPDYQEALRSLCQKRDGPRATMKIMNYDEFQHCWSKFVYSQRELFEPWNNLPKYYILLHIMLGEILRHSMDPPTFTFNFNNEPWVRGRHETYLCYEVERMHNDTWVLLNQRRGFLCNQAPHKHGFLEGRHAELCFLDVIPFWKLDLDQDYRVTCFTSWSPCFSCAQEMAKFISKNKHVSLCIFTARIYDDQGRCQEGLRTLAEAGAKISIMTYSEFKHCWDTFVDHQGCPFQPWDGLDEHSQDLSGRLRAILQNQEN
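Read-out is eYFP fluorescence (Ex 488/Em 500-530) from Vif-expressing HeLa A3G-eYFP cells; more signal means A3G escaped Vif-mediated degradation. Cells plated overnight, compound pinned in, incubated overnight at 37 deg C.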
RXFP1 agonist: RXFP1 (human) receptor agonism; Q9HBX9; 370,000 compounds, 0.3% hits; Potency, µM (titrated, usually from 57.5 µM), for the others: at the top dose activation, actives largely listed as activators; HEK293T-RXFP1 cAMP TR-FRET, 30 min; response scale: percent of porcine relaxin response, buffer zero; also: potency is read from the fitted curve at half-maximal effect; % is scaled to controls: 0 for no effect and ±100 for the full control effect; nearly all actives have a fitted effect of over 60% in size; many of its hits are not listed in these tables
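cAMP rise read by TR-FRET after 30 min, 37C compound exposure (up to 58 uM) in RXFP1-transfected HEK293 cells with Ro 20174 present. EC50 from Hill-equation fits, with 29 nM porcine relaxin as 100% and buffer as basal.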
* marks the source's active call; other numbers are inactive results; ? = inconclusive; · = not tested or not shown. Unless noted, calls follow the shape of the dose curve; as a rule, active = well fitted curve in the direction sought with a large enough effect; inconclusive = small, poorly fitted or top-dose-only effect, or another doubt; inactive = no such curve, though single readings can be large; an effect the other way counts as inactive or inconclusive. Only part of the results is shown; rates above refer to the full screens.

SMILES	D1 antagonist	GRP78 ERSR act	RXFP1 antagonist	Vif-A3F inh	D1 agonist	D2 potentiator	D1 potentiator	Vif-A3G inh	RXFP1 agonist
Cc1ccc(S(=O)(=O)Nc2c(O)c3ccccc3oc2=O)cc1	5	8%	0	9%	1	19	4	-1%	-2.4%
O=C(COc1ncnc2sccc12)N1CCN(C(=O)c2ccco2)CC1	-1	0%	-7	-4%	0	1	-4	5%	6.9%
O=C(Oc1ccc(F)cc1)N1CCOCC1	-1	-2%	11	5%	7	12	0	-6%	3.1%
CN(CCO)c1ncnc2c1sc1nc(N3CCOCC3)c3c(c12)CCC3	-1	-3%	3	-5%	0	-6	-4	1%	3.6%
COc1cccc(N2CCC(N3CCN(C)C(CCO)C3)CC2)c1 (centres undefined)	1	0%	9	-6%	-2	-11	-5	-5%	-0.8%
O=C(CC1Oc2ccccc2NC1=O)NCc1ccc(Cl)cc1 (centres undefined)	1	-3%	·	0%	0	-4	·	0%	0.0%
CCOC(=O)CN1N=C(/C=C/c2ccc(OCC)cc2)CCC1=O	-3	2%	-3	0%	3	-4	-6	-9%	0.7%
CCSc1nnc(NC(=O)c2ccc(C)cc2)s1	-9	1%	-15	-7%	-1	5	0	0%	0.1%
COc1cc(NC(=O)SC2=NCCS2)cc(OC)c1	-12	-3%	-1	2%	4	4	2	-2%	1.7%
COC(=O)c1cn(CCOc2ccc(C)cc2)c2ccccc12	-18	-1%	-11	1%	20	4	-7	-2%	-0.5%
O=C(NC(=S)N1CCCCCC1)c1ccccc1Cl	-10	15%	-4	?	2	·	-2	-3%	-1.9%
O=C(Nc1cc(S(=O)(=O)N2CCOCC2)ccc1N1CCOCC1)c1cn2ccccc2n1	10	-1%	20	2%	4	7	9	0%	?
O=C(c1ccc(Nc2nc3ccccc3n3nnnc23)cc1)N1CCN(c2cccc(C(F)(F)F)c2)CC1	-7	-3%	-15	-8%	0	0	-2	-1%	11%
CC(=O)N1CCN(C(=O)c2ccc(Cl)c(S(=O)(=O)N3CCc4ccccc43)c2)CC1	-8	-2%	1	-6%	0	-11	-6	0%	0.3%
CC1=C(C(=O)N2CCOCC2)CC(CC(=O)NCC2CCCCC2)C(=O)N1Cc1ccccc1 (centres undefined)	·	-6%	-2	1%	·	·	·	-1%	·
CCOC(=O)c1cc(CC)sc1N1C(=O)CC(Sc2ccccc2C(=O)O)C1=O (centres undefined)	1	-2%	-31	-1%	7	0	-3	5%	7.2%
Cc1ccc(C(=O)N2CCCC(C(=O)c3cc(F)ccc3F)C2)s1 (centres undefined)	3	-4%	1	8%	1	9	3	-3%	3.7%
COc1cccc2cc(-c3nc4sc(C(=O)Nc5ccc(F)cc5F)c(C)c4c(=O)[nH]3)c(=O)oc12	-14	0%	-6	?	3	-7	4	?	0.4%
O=C(OC1Cn2c(=O)ccc(=O)n2C1)c1ccccc1	-2	-5%	-15	1%	3	3	-1	-3%	-0.3%
CCOC(=O)c1[nH]ncc1CN1CCCC(C(=O)c2cccc(OC(C)C)c2)C1 (centres undefined)	-7	-3%	2	12%	4	-19	-5	-10%	0.4%

(further entries)
SMILES	D1 antagonist	GRP78 ERSR act	RXFP1 antagonist	Vif-A3F inh	D1 agonist	D2 potentiator	D1 potentiator	Vif-A3G inh	RXFP1 agonist
COc1cccc(C(C(=O)NC2CCCCC2)N(C(=O)CNC(=O)c2ccco2)c2cccnc2)c1 (centres undefined)	18	2%	1	-6%	0	·	2	0%	2.0%
Cc1ccc(C)c(NC(=O)C2C3C=CC(O3)C2C(=O)O)c1 (centres undefined)	2	-5%	-4	10%	1	15	3	0%	1.3%
CCOCCCNS(=O)(=O)c1ccc(NC(=O)Cc2c(F)cccc2Cl)cc1	-5	-6%	-11	7%	12	13	-3	1%	-1.1%
CC(=O)C1=C(O)C(=O)N(c2ccc(Br)cc2)C1c1cccc(F)c1 (centres undefined)	2	-3%	8	3%	2	14	13	2%	?
CN(C)CCCN(C(=O)c1ccc2c(c1)OCCO2)c1nc2ccccc2s1	-18	3%	-23	5%	28	-12	-5	6%	3.9%
Cc1nc2cc(-c3ccccc3)nn2c(C)c1CCC(=O)Nc1ccc(F)cc1F	-17	-7%	·	-3%	8	-4	-4	-2%	-2.2%
CCCNC(=O)/C=C/c1ccc(C(C)C)cc1	4	8%	-11	-8%	0	-11	-1	0%	0.9%
Cc1nn2c(C)c(C(=O)NCc3cccc(Br)c3)cnc2c1-c1ccccc1	-5	-2%	-26	-3%	5	-8	-9	0%	-0.3%
COc1ccc(OC)c(S(=O)(=O)N2CCCC2C(=O)N2CCc3ccccc3C2)c1 (centres undefined)	-1	-2%	8	2%	1	3	-7	0%	0.5%
O=[N+]([O-])c1cc2c(cc1CN1CCN(c3ccccc3F)CC1)OCO2	-13	-4%	-9	0%	6	-11	-5	0%	3.0%
COc1cc(C)c(CN2CCN(S(=O)(=O)c3ccc(Cl)s3)CC2)cc1OC	-6	-5%	0	-5%	3	12	-6	1%	-0.3%
CN(C)c1ccc(C(=O)Nc2ccc(S(=O)(=O)NC3=NCCCCC3)cc2)cc1	-4	-3%	-6	-1%	0	-1	2	3%	0.6%
CCCOc1ccc(N2C(=O)CC(N(Cc3ccco3)C(=O)CC)C2=O)cc1 (centres undefined)	1	-3%	-23	16%	1	·	-1	-9%	0.0%
O=C(COc1ccccc1)Nc1ccc(S(=O)(=O)N2CCCCCC2)cc1	3	-3%	2	9%	8	-5	-1	1%	-0.7%
O=C(c1cccc(Cl)c1)N1CCN(c2ccccn2)CC1	2	-6%	7	-3%	3	9	6	4%	1.1%
Cc1nc2cc(NC(=O)NCc3ccco3)ccc2o1	13	1%	19	3%	1	3	-7	1%	0.9%
Cc1ccc(CNS(=O)(=O)c2c(C)[nH]c(C)c2C(=O)N2CCCCC2)cc1	-14	0%	11	-3%	6	4	-5	0%	-0.3%
CCC(C)(C)C(=O)Nc1cccc(Cl)c1C	4	-4%	7	-17%	1	1	-2	3%	0.2%
CCOC(=O)c1ccc(NC(=O)C2CC(=O)N(c3ccc4c(c3)OCCO4)C2)cc1 (centres undefined)	7	-5%	-2	-3%	1	17	-2	-5%	1.6%
COc1cc(/C=N/Nc2ccnc(=O)[nH]2)ccc1O	6	0%	0	-1%	1	-2	0	1%	-4.1%

(listing goes on)
SMILES	D1 antagonist	GRP78 ERSR act	RXFP1 antagonist	Vif-A3F inh	D1 agonist	D2 potentiator	D1 potentiator	Vif-A3G inh	RXFP1 agonist
O=C(/C=C/c1ccccc1)N/C(=C\c1ccco1)C(=O)O	7	-3%	20	4%	2	0	3	3%	-2.5%
Cc1cccc(C(=O)NC(C(=O)Nc2ccccc2N2CCOCC2)C(C)C)c1 (centres undefined)	6	-5%	16	-2%	0	-1	-4	0%	1.3%
COc1cccc(C(=O)Nc2nnc(S(=O)(=O)N3CCCCC3)s2)c1	0	3%	-8	7%	7	2	-5	1%	22%
COc1ccccc1/C=C/C1=NC(=C\N(C)C)/C(=O)O1	·	3%	2	-15%	0	-13	-2	-5%	1.2%
O=C(CCC1CCCCC1)Nc1ccccc1-c1ccccc1	13	-3%	-21	16%	4	0	9	1%	1.0%
CN(C)c1ccc(/C=C/C(=O)c2ccccc2)cc1[N+](=O)[O-]	-6	6%	-17	-22%	0	-4	6	-5%	-1.3%
Cc1ccc2[nH]c3c(N4CCCCCC4)ncnc3c2c1	-13	·	·	·	8	-11	-5	·	-1.3%
Cc1nnc(C)c2c(C)n(C(c3ccccc3)c3ccccc3)c(C)c12	17	-5%	14	-3%	8	3	-4	-6%	0.1%
COCC(C)n1c(C)cc(C(=O)COC(=O)c2oc3ccccc3c2C)c1C (centres undefined)	5	-2%	7	0%	3	10	0	0%	0.3%
COc1cccc(NC(=O)CN(C)C(=O)c2ccc(-c3ccc(Cl)cc3)o2)c1	2	0%	-25	?	-1	3	-3	-1%	0.3%
O=C(O)c1ccc(S(=O)(=O)Cc2ccccc2)cc1	-14	-2%	-15	5%	-2	·	5	0%	2.4%
O=c1oc2c(CN3CCN(CCO)CC3)c(O)ccc2cc1-c1ccccc1	-4	-1%	-1	3%	-1	·	-1	5%	?
COc1ccc(Cl)cc1NC(=O)CSc1nnc(CNC(=O)c2ccco2)o1	4	-1%	1	-2%	-1	·	0	3%	-2.3%
CC(C)(C)C(=O)c1cn(CC(=O)NCc2ccc3c(c2)OCO3)c2ccccc12	-5	-2%	-2	8%	3	-12	-16	-1%	0.7%
COc1ccc(/C=N/NC(=O)c2ccncc2)cc1Cn1nc([N+](=O)[O-])c(Br)c1C	-14	-1%	-24	-7%	-1	-1	-6	-1%	-1.5%
CC(C)c1nnc(NC(=O)CCC(=O)NCC2CCCO2)s1 (centres undefined)	4	-1%	-3	-10%	5	0	-2	-2%	1.5%
COc1ccc(/C=C/C(=O)N2c3ccccc3Sc3ccc(C(F)(F)F)cc32)cc1	-40*	-2%	-20	-1%	13	1	-8	-1%	3.2%
CCCCCSc1nc2c(c(=O)[nH]c(=O)n2C)n1CCc1ccccc1	27	-3%	12	-4%	2	1	1	9%	-0.1%
CC1(C)CC(=O)C2=C(C1)N(Cc1ccccc1)C(=O)C2(O)C(F)(F)F (centres undefined)	-22	-2%	-6	-10%	2	-3	-10	-6%	-1.3%
COc1ccc(C2=NN(C(=O)CSC3=NN4CCCC(=O)N=C4S3)C(c3cccc(OC)c3OC)C2)cc1 (centres undefined)	-4	1%	-1	5%	8	-4	-3	-4%	1.6%
Cc1ccc(C)c(CS(=O)(=O)c2cn(CC(=O)N3CCCCC3)c3ccccc23)c1	7	-5%	-1	10%	0	-24	-4	-1%	-1.0%

A few values from the entries so far:
`Cc1ccc(C)c(CS(=O)(=O)c2cn(CC(=O)N3CCCCC3)c3ccccc23)c1` @ RXFP1 antagonist: -1
`CC(C)(C)C(=O)c1cn(CC(=O)NCc2ccc3c(c2)OCO3)c2ccccc12` @ RXFP1 antagonist: -2

High-throughput results from PubChem.
